Screening results (PubChem)
Mot1-301 SUMO – SUMOylation pathway inhibition by Mot1-301 growth rescue. S. cerevisiae Mot1-301 growth rescue, ATP luminescence, 38.5C; percent above DMSO median, 100 means doubled. growth rescue, % at 18.8 µM. 320,000 tested, 1% active. AID 2716;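 active means every valid replicate shows activation above 250% relative to neutral control wells; inactive means the rest, any valid replicate at or below 250%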;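 further: OY570 slx delta 5 strain wells were the positive control but not used for scaling; some compounds called inactive have numbers as strong as hits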
MOR-DOR inv ag – inverse agonist of human OPRM1-OPRD1 heterodimerization; cell-based MOR-DOR heterodimer luminescence, inverse agonism; inhibition, % at 9.3 µM; 340,000 tested, 0.21% active; in the data active means inhibition above about 22%, passing the limit was not always enough;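 further: 0% = cells with DMSO and 100% = wells without cells with DMSO; values of inactives mirror those of a sister screen read the other way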
AddAB inh – less growth of phage-infected E. coli with AddAB; E. coli expressing H. pylori AddAB, absorbance growth; inhibition, % at 11.9 µM; 330,000 tested, 0.29% active; in the data active means inhibition above about 12%;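 further: 0% = vehicle wells of infected cells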
Ecoli viability – reduces bacterial viability in AddAB counter-screen. E. coli V3065 growth, OD600 absorbance, 18 h. inhibition, % at 11.9 µM. 330,000 tested, 0.27% active. AID 449728;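 active means inhibition above the campaign's mean inhibition across all tested compounds plus 3 SD, cut at about 9.9% in these data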;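 further: uninfected addAB+ strain grown without phage in ampicillin broth; 0% = DMSO wells and 100% = ciprofloxacin 0.95 µg/ml wells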
PfHsp90 set2 – inhibits growth of yeast expressing Plasmodium falciparum Hsp90 | S. cerevisiae expressing PfHsp90, BacTiter-Glo ATP, 48 h; yeast lacking PDR1 and PDR3 efflux regulators | 310,000 tested, 0.32% active | AID 504621 | inhibition, % at 9.4 µM;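 active means every replicate shows inhibition above about 80%, whatever the replicate mean, limit read from the data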;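 further: 0% = DMSO neutral controls and 100% = 20 µM radicicol positive controls; yeast relying on Plasmodium falciparum Hsp90 in place of its own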
DSG3 Ab inh – human desmoglein-3 autoantibody binding inhibition; P32926; DSG3-coupled beads, scFv-anti-DSG3-GFP binding, flow cytometry; hits give low values; 310,000 tested, 0.48% active; binding (percent of control), % at 10 µM; AID 588358;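 active means binding more than 3 SD below its plate's average and above zero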;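 further: hits lower antibody fragment binding to DSG3; some compounds called inactive have numbers as strong as hits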
Target sequence (P32926 whole entry, looked up, the tested form may be a part): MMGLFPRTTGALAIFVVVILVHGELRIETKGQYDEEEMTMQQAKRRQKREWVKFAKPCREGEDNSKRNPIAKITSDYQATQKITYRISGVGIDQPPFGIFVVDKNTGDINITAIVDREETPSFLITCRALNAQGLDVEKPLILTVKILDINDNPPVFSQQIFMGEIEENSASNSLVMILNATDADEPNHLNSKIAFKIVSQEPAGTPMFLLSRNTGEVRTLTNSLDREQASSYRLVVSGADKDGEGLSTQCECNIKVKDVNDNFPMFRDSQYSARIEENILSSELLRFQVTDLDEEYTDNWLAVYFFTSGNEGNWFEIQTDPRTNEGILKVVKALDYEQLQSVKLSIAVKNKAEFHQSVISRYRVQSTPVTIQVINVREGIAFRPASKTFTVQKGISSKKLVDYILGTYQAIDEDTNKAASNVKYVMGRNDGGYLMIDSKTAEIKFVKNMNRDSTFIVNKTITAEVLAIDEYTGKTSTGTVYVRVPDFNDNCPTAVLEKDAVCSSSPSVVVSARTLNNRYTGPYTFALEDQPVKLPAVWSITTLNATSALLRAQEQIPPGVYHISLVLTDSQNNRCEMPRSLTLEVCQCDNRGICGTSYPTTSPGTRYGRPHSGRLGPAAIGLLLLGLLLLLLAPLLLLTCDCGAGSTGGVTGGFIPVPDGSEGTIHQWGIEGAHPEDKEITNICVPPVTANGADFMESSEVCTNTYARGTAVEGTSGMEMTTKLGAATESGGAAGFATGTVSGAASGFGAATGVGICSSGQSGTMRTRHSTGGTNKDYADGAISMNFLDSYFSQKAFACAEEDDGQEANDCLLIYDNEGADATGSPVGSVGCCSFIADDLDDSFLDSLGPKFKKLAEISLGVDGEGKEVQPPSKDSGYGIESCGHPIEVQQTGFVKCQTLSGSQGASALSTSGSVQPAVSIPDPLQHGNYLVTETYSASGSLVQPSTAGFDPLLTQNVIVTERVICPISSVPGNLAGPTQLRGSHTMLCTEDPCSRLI
Arr AP2 block – blocks beta-arrestin peptide binding to AP2 adaptin; inhibition, % at 10 µM; 340,000 tested, 0.31% active; FITC-arrestin peptide / GST-AP2 beads, flow cytometry; AP2 beta2 appendage carries R879A mutation;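 active means inhibition above a set limit, near 3 SD of compounds lacking own fluorescence, cut at about 54% in these data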;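 further: plate controls were DMSO wells for no effect and 5 µM unlabelled arrestin peptide for full effect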
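Test system: GST-tagged AP2 beta2-adaptin appendage (R879A) on 4 µm glutathione beads; also added: fluorescein-tagged arrestin peptide at 50 nM final; timing: 12 min plus 1 h, RT; signal: flow cytometry, FL1 (488/535 nm); read-out: percent drop in bead-associated FITC signal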
PKA-R1A act – PKA-R1A complex activation; P00514+P68181; activation, % at 11.4 µM; AID 504707; PKA-R1A dissociation, Cy5-IP20 fluorescence polarization; scaled: DMSO 0%, 113 µM cGMP 100%; 340,000 tested, 0.083% active;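 active means percent activation above the mean of all tested compounds plus 3 SD, cut at about 19% in these data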;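 further: higher means more PKAc released from R1A so a rise in polarization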
phage Ecoli inh – E. coli growth loss with phage present | AID 651602 | inhibition, % at 11.9 µM | 360,000 tested, 0.26% active | growth absorbance; in the data active means inhibition above about 11%
Tat transport – inhibitors of E. coli Tat protein transport; E. coli MC4100 TorA-mCherry Tat export, fluorescence; inhibition, % at 10 µM; 340,000 tested, 0.036% active;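 active means mean replicate inhibition at least 50% and at least half of replicates individually reaching 50%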;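 further: exported cargo escapes ClpAP degradation while cytoplasmic cargo is degraded and loses fluorescence; 0% = median of neutral control wells and 100% = median of NaSCN control wells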
MOR-DOR ag – agonists of human mu-delta opioid receptor heterodimerization; P35372+P41143; cells, OPRM1-OPRD1 heterodimerization, luminescence; activation, % at 9.3 µM; 340,000 tested, 0.3% active; in the data active means activation above about 18%;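 further: 0% = vehicle-treated cells and 100% = reference agonist; values of inactives mirror those of a sister screen read the other way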
The depositor's hits bear a star.

For CCCCNC(=O)CNC(=S)N(Cc1cc(OC)c(OC)c(OC)c1)C1CCCC1 the results were Mot1-301 SUMO 109.3, MOR-DOR inv ag 8.8, AddAB inh 0.3, Ecoli viability -1.5, PfHsp90 set2 -22.7, DSG3 Ab inh 126.0, Arr AP2 block -21.9, PKA-R1A act 14.6, phage Ecoli inh 1.9, Tat transport 0.9 and MOR-DOR ag -1.6.
C=C(C)c1ccc(C(C)(C)NC(=O)NCc2ccco2)cc1 was read as Mot1-301 SUMO -5.5, MOR-DOR inv ag 17.4, AddAB inh 2.6, Ecoli viability -2.8, PfHsp90 set2 -7.9, DSG3 Ab inh 101.4, Arr AP2 block 6.7, PKA-R1A act -2.9, phage Ecoli inh 1.9, Tat transport -14.3 and MOR-DOR ag -4.2.
`O=C(CCNC(=O)c1ccco1)Nc1ccc(OC(F)F)cc1` gave Mot1-301 SUMO -8.0, MOR-DOR inv ag 16.1, AddAB inh 8.4, Ecoli viability 3.0, PfHsp90 set2 8.7, Arr AP2 block -9.4, PKA-R1A act -1.4, phage Ecoli inh 5.5, Tat transport -11.1 and MOR-DOR ag -3.1.
Screening CC(=O)c1sc(NC(=O)COc2ccc(Cl)cc2C)nc1C returned Mot1-301 SUMO -3.4, MOR-DOR inv ag 15.8, AddAB inh -0.7, Ecoli viability -1.5, PfHsp90 set2 -17.7, DSG3 Ab inh 97.8, Arr AP2 block 0.3, PKA-R1A act -12.8, phage Ecoli inh -0.8, Tat transport -4.8 and MOR-DOR ag -3.0.
CC(SCc1nc2sc3c(c2c(=O)[nH]1)CCCC3)C(=O)Nc1ccccn1 (stereo unspecified) was read as Mot1-301 SUMO -7.5, MOR-DOR inv ag 9.6, AddAB inh 3.0, Ecoli viability -0.4, DSG3 Ab inh 116.0, Arr AP2 block -0.2, PKA-R1A act -8.7, phage Ecoli inh 1.3, Tat transport -1.5 and MOR-DOR ag -1.5.
Screening O=C(CSc1nnc2n1CCCN2)c1ccc(Cl)cc1 returned Mot1-301 SUMO 4.0, MOR-DOR inv ag 23.0, AddAB inh 3.4, Ecoli viability -0.7, PfHsp90 set2 9.5, DSG3 Ab inh 91.2, Arr AP2 block -4.0, PKA-R1A act -7.2, phage Ecoli inh 3.1, Tat transport 2.7 and MOR-DOR ag -4.5.
CCN(C(=O)Cc1ccc(NC2=NC3CS(=O)(=O)CC3S2)cc1)c1ccccc1 (stereo unspecified) was read as Mot1-301 SUMO 2.8, MOR-DOR inv ag 7.2, AddAB inh -0.9, Ecoli viability 1.4, PfHsp90 set2 -12.7, DSG3 Ab inh 103.6, Arr AP2 block 8.6, PKA-R1A act -1.4, phage Ecoli inh -0.1, Tat transport 2.6 and MOR-DOR ag -1.4.
For C=CCNC(NC(=O)c1ccccc1)(C(=O)OCC)C(F)(F)F (stereo unspecified) the results were Mot1-301 SUMO -7.7, MOR-DOR inv ag 15.5, AddAB inh 0.2, Ecoli viability 1.1, PfHsp90 set2 0.5, DSG3 Ab inh 89.7, Arr AP2 block 10.2, PKA-R1A act -10.6, phage Ecoli inh 1.3, Tat transport -5.5 and MOR-DOR ag -3.1.
`COc1ccc(-c2ccccc2NC(=O)C2CCCN(Cc3ccco3)C2)cc1` (stereo unspecified) gave Mot1-301 SUMO 235.4, MOR-DOR inv ag 18.5, AddAB inh 1.1, Ecoli viability 0.9, PfHsp90 set2 2.4, DSG3 Ab inh 103.3, Arr AP2 block -7.0, PKA-R1A act -5.5, phage Ecoli inh 2.0, Tat transport 4.2 and MOR-DOR ag -3.6.
Screening COc1ccc(CCNC2CC(=O)N(C3CCCCC3)C2=O)cc1OC (stereo unspecified) returned Mot1-301 SUMO 18.3, MOR-DOR inv ag 9.9, AddAB inh 0.2, Ecoli viability 0.9, PfHsp90 set2 -2.0, DSG3 Ab inh 99.2, Arr AP2 block 5.9, PKA-R1A act -6.2, phage Ecoli inh -1.2, Tat transport -1.2 and MOR-DOR ag -2.1.
For Cc1[nH]c2ccccc2c1CN1CCC(CO)(Cc2ccccc2)CC1 the results were Mot1-301 SUMO 2.1, MOR-DOR inv ag 9.4, AddAB inh -1.4, Ecoli viability -0.5, PfHsp90 set2 -2.1, DSG3 Ab inh 102.5, Arr AP2 block 12.2, PKA-R1A act 0.4, phage Ecoli inh 2.9, Tat transport 1.0 and MOR-DOR ag -1.8.
C=CCn1c(Cc2cccc3ccccc23)n[nH]c1=S was read as Mot1-301 SUMO 4.6, MOR-DOR inv ag -4.0, AddAB inh 0.7, Ecoli viability 0.7, PfHsp90 set2 -14.3, DSG3 Ab inh 103.6, Arr AP2 block -15.8, PKA-R1A act 4.5, phage Ecoli inh 0.3, Tat transport -5.9 and MOR-DOR ag 0.8.
`CCN1CCN(C(=O)c2cc(COc3c(C)cccc3C)on2)CC1` gave Mot1-301 SUMO -4.4, MOR-DOR inv ag 5.2, AddAB inh 2.2, Ecoli viability 0.7, PfHsp90 set2 -29.6, DSG3 Ab inh 95.5, Arr AP2 block 2.3, PKA-R1A act 3.4, phage Ecoli inh 0.7, Tat transport 7.4 and MOR-DOR ag -1.0.
Screening CN(C(=O)CSc1nnc(-c2c[nH]c3ccccc23)n1C1CC1)C1CCS(=O)(=O)C1 (stereo unspecified) returned MOR-DOR inv ag 4.1, AddAB inh 0.3, Ecoli viability -2.5, DSG3 Ab inh 106.7, Arr AP2 block 6.9, PKA-R1A act 3.9, phage Ecoli inh 5.0, Tat transport -1.2 and MOR-DOR ag -1.0.
For Cc1cc(C)nc(N2CCC(C(=O)NCc3ccco3)CC2)n1 the results were Mot1-301 SUMO 0.2, MOR-DOR inv ag -2.1, AddAB inh -0.6, Ecoli viability -1.8, PfHsp90 set2 -0.5, DSG3 Ab inh 102.6, Arr AP2 block 3.7, PKA-R1A act -3.1, phage Ecoli inh 1.5, Tat transport -1.4 and MOR-DOR ag 0.4.
Screening CC(C(=O)OCC(=O)c1cccc([N+](=O)[O-])c1)N1C(=O)C2C3C=CC(C3)C2C1=O (stereo unspecified) returned Mot1-301 SUMO 6.1, MOR-DOR inv ag 47.6*, AddAB inh 3.0, Ecoli viability -1.1, PfHsp90 set2 -24.2, DSG3 Ab inh 103.7, Arr AP2 block 4.1, PKA-R1A act 7.3, phage Ecoli inh 2.6, Tat transport 9.2 and MOR-DOR ag -8.9.
For O=C1C(=O)N(Cc2ccncc2)C(c2cccc(O)c2)/C1=C(\O)c1ccc2c(c1)OCCO2 (stereo unspecified) the results were Mot1-301 SUMO -17.0, MOR-DOR inv ag 4.5, AddAB inh 0.3, Ecoli viability -0.2, PfHsp90 set2 4.1, DSG3 Ab inh 99.5, Arr AP2 block -2.0, PKA-R1A act 1.1, phage Ecoli inh -0.1, Tat transport -8.7 and MOR-DOR ag -0.9.
For COc1c(C)cc(Br)cc1C(=O)Nc1cccc(-c2nc3ncccc3o2)c1 the results were Mot1-301 SUMO 19.2, MOR-DOR inv ag -3.4, AddAB inh -2.9, Ecoli viability -1.6, PfHsp90 set2 0.9, DSG3 Ab inh 97.9, Arr AP2 block 13.1, PKA-R1A act 6.9, phage Ecoli inh 2.7, Tat transport -1.3 and MOR-DOR ag 0.6.
`Cc1c(C(=O)N(Cc2nccn2C)C(C)C)oc2c(F)cccc12` gave Mot1-301 SUMO 2.5, MOR-DOR inv ag 1.7, AddAB inh 1.5, Ecoli viability 0.9, PfHsp90 set2 -2.0, DSG3 Ab inh 98.7, Arr AP2 block 5.2, PKA-R1A act -1.9, phage Ecoli inh 4.2, Tat transport 4.9 and MOR-DOR ag -0.3.
For O=C(CNC(=S)N(CCCN1CCOCC1)Cc1cccs1)NC1CCCC1 the results were Mot1-301 SUMO -1.6, MOR-DOR inv ag -11.6, AddAB inh -0.4, Ecoli viability -0.5, DSG3 Ab inh 118.2, Arr AP2 block -6.2, PKA-R1A act -9.7, phage Ecoli inh 3.5, Tat transport -2.6 and MOR-DOR ag 2.4.
Screening CC(C)(C)N1OC2CC1c1nc3ccccc3n1C2 (stereo unspecified) returned Mot1-301 SUMO 7.6, MOR-DOR inv ag 14.8, AddAB inh 1.8, Ecoli viability 1.4, PfHsp90 set2 6.6, DSG3 Ab inh 101.5, Arr AP2 block -6.9, PKA-R1A act -6.0, phage Ecoli inh 2.0, Tat transport -0.4 and MOR-DOR ag -2.6.
COc1ccc(CN(CC2CCCO2)C(=O)c2cc3ccccc3oc2=O)cc1 (stereo unspecified) was read as Mot1-301 SUMO 1.3, MOR-DOR inv ag 2.4, AddAB inh 1.0, Ecoli viability 0.8, PfHsp90 set2 0.8, DSG3 Ab inh 97.3, Arr AP2 block 6.4, PKA-R1A act 5.5, phage Ecoli inh 2.5, Tat transport -1.7 and MOR-DOR ag -0.5.
Screening CCN1CCN(c2cc3nc(C)n(Cc4ccccc4)c(=O)c3cc2NC(=O)c2ccccc2F)CC1 returned MOR-DOR inv ag -14.2, AddAB inh 0.4, Ecoli viability -3.9, PfHsp90 set2 7.3, DSG3 Ab inh 87.6, Arr AP2 block 32.8, PKA-R1A act -7.4, phage Ecoli inh 3.2, Tat transport -10.9 and MOR-DOR ag 2.2.
For Cc1cc(NC(=O)c2cc(C(C)C)on2)no1 the results were Mot1-301 SUMO 2.4, MOR-DOR inv ag 3.7, AddAB inh 3.5, Ecoli viability -0.3, PfHsp90 set2 -3.6, DSG3 Ab inh 95.0, Arr AP2 block 21.9, PKA-R1A act -11.8, phage Ecoli inh 5.2, Tat transport 1.9 and MOR-DOR ag -0.7.
For CS(=O)(=O)N(CC(=O)Nc1ccccc1C(=O)N1CCOCC1)c1ccc(Cl)cc1 the results were Mot1-301 SUMO 230.4, MOR-DOR inv ag 13.9, AddAB inh -1.3, Ecoli viability -0.8, PfHsp90 set2 9.9, DSG3 Ab inh 101.9, Arr AP2 block 5.9, PKA-R1A act -17.8, phage Ecoli inh 2.0, Tat transport -5.3 and MOR-DOR ag -2.5.
Screening Cc1ccccc1-c1nn[nH]n1 returned Mot1-301 SUMO 3.5, MOR-DOR inv ag 15.7, AddAB inh 1.1, Ecoli viability 2.7, DSG3 Ab inh 108.7, Arr AP2 block -7.3, PKA-R1A act -16.1, phage Ecoli inh 2.6, Tat transport -2.3 and MOR-DOR ag -3.5.
`Cc1cc(=O)oc2cc(NC(=O)c3cc(F)ccc3F)ccc12` gave Mot1-301 SUMO 96.8, MOR-DOR inv ag 11.6, AddAB inh 0.6, Ecoli viability 0.9, PfHsp90 set2 -10.8, Arr AP2 block 2.4, PKA-R1A act 11.0, phage Ecoli inh 0.7, Tat transport 6.4 and MOR-DOR ag -2.8.
`CCOc1ccc(C(Nc2ccc(C)cc2)P2(=O)OCCC(C)O2)cc1` (stereo unspecified) gave Mot1-301 SUMO -2.9, MOR-DOR inv ag 17.9, AddAB inh 2.7, Ecoli viability 0.8, PfHsp90 set2 7.7, DSG3 Ab inh 107.0, Arr AP2 block 2.2, PKA-R1A act 3.3, phage Ecoli inh -0.5, Tat transport 5.7 and MOR-DOR ag -3.2.
